Lipid storage S3: qHTS Assay for Lipid Storage Modulators in Drosophila S3 Cells; 320,000 tested, 0.64% active; Potency in µM for hits, for the others lipid storage change, negative = inhibition, % at the top dose, mostly 46.1 µM; Drosophila S3 cells, BODIPY lipid droplet fluorescence, 18-24 h; cells fed with added oleic acid; active means well fitted inhibition curve with a large enough effect in the signal ratio, with a control signal flat, not every such curve was filed as active; inconclusive means small, poorly fitted or top-dose-only effect, or effect the other way, or a change in a side signal; the % refers to the signal ratio
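Drosophila S3 cells loaded with oleic acid (400 uM, as added) and compounds at several concentrations; lipid droplets imaged by 488-nm laser-scanning cytometry, 500–530 nm intensity and object ratio to cell channel. Percent activity normalized to 20 uM Triacsin C.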
Lipid storage S3 cell count max: recorded beside Lipid storage S3, whose call it bears; cell number change, %; measured here: cell count max response;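 cells counted by Cell Tracker Red CMTPX staining in the red channel; peak over a dose series mostly up to 46.1 µM; percent activity relative to internal control wells on each plate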
The depositor's hits bear a star; i = inactive; ? = inconclusive; . = not tested or not shown; & = joins results of further samples; [ ] = another dose, or the depositor's remark. On the % scale 0 is the no-effect control and ±100 the full control effect; potency means the concentration at half of the fitted maximal effect. The list is partial; rates above refer to the full screens.

| compound | Lipid storage S3 | Lipid storage S3 cell count max |
| --- | --- | --- |
| CCOC(=O)c1oc2ccccc2c1NC(=O)c1ccco1 | -20.0% | -11.0 |
| CN(C)CCC(c1ccc(Cl)cc1)c1ccccn1 (stereo not drawn) | 0.9%&-0.7%&-2.0% | -13.7&-4.8&1.6 |
| CN(CC(=O)Nc1cccc(F)c1)C(=O)c1ccccc1Cc1ccccc1 | ? | . |
| Cc1ccc(S(=O)(=O)Oc2ccc(C(c3c(C)[nH][nH]c3=O)c3c(C)[nH][nH]c3=O)cc2)cc1 | i | 32.8 |
| Cc1ccccc1CN1CCN(S(C)(=O)=O)CC1 | 0.6% | 7.3 |
| CC(/C=N/NC(=O)c1cc(-c2ccc(C)s2)[nH]n1)=C\c1ccccc1 | ? | . |
| CCSc1nnc2c(n1)OC=Nc1ccc(Br)cc1-2 | ? | . |
| CSc1ccccc1NC(=O)COc1ccc(S(=O)(=O)N2CCCC2)cc1 | ? | . |
| COCCn1c(COc2cccc(OC)c2)nnc1SCC(=O)NC1CCCC1 | ? | . |
| CC(C)C(=O)c1cn(CC(=O)NCc2ccco2)c2ccccc12 | i | . |
| Cc1nc(NC(C)C)c2oc3ccccc3c2n1 | ? | . |
| COC(=O)C(C)Sc1n[nH]c(=S)s1 (stereo not drawn) | 18.4µM* | 12.5* |
| Cc1cc(N2CCCCC2)c(F)cc1[N+](=O)[O-] | ? | . |
| COc1ccc2nc3ccccc3nc2c1NC(=O)c1ccc(Cl)cc1Cl | 11.8% | 10.0 |
| COc1ccc(CS(=O)(=O)CC(C)(O)c2ccc(Cl)cc2)cc1 (stereo not drawn) | i | . |
| COC(=O)Nc1ccc(OCc2ccccc2)cc1 | 3.3% | 2.7 |
| Cc1cc(Cl)c(S(=O)(=O)NCC2CCCO2)cc1OCC(N)=O (stereo not drawn) | ? | . |
| CCN1CCN(c2nc(-c3ccccn3)nc3ccccc23)CC1 | ? | . |
| COc1ccc(C(O)(C(C)C)C(CN2CCOCC2)c2ccccc2)cc1 (stereo not drawn) | 14.3% | . |
| CCC(=O)N1CCN(c2ccc(NC(=O)c3ccco3)cc2)CC1 | ? | . |
| O=c1c2cc(Cl)ccc2[nH]c(=S)n1Cc1cccs1 | ? | . |
| COC(=O)n1c(=O)oc2cc(S(=O)(=O)N3CCCCC3)ccc21 | ? | . |
| CCCCNc1c(N)n(CC(C)C)c(=O)[nH]c1=O | i | . |
| CCc1ccc2oc(C(=O)Nc3nonc3CC)c(C)c2c1 | ? | . |
| Cc1cc(=O)[nH]c(N/N=C/c2ccccn2)n1 | ? | . |
| COc1ccc2c(c1)CCc1cc(C(=O)O)sc1-2 | -3.9% | 9.4 |
| c1ccc(C2CC(c3ccccc3)C(c3ccccc3)N2)cc1 (stereo not drawn) | ? | . |
| Cc1noc(C)c1C(=O)NNc1cc(Cl)ccc1Cl | 7.1% | 2.5 |
| O=C1C(=O)N(Cc2ccncc2)C(c2ccccc2F)/C1=C(\O)c1ccc2c(c1)OCCO2 (stereo not drawn) | i | -20.2 |
| NC(=O)C1(N2CCCCC2)CCN(C(=S)Nc2ccc(Cl)cc2)CC1 | ? | . |
| Cc1ccc(CC(=O)NCCc2ccc(S(N)(=O)=O)cc2)cc1 | ? | . |
| COc1cccc(NC(=O)/C=C/c2ccccc2[N+](=O)[O-])c1 | ? | . |
| CC(C)(C)c1ccc(C(=O)Nc2ccc(C(=O)N3CCOCC3)cc2)cc1 | ? | . |
| CCOc1ccc(C(C)C)cc1S(=O)(=O)n1ccnc1C | ? | . |
| Cc1ccc2nsnc2c1S(=O)(=O)NC1CC1 | 2.6% | 4.3 |
| COc1ccc(C)cc1S(=O)(=O)N1CCN(c2ccccc2)CC1 | ? | . |
| N#CCc1ccc(C(=O)c2ccccc2)s1 | ? | . |
| O=C(NC1CCN(Cc2ccccc2Cl)CC1)c1ccccc1 | -0.1% | 8.1 |
| CC(C)C(=O)Nc1ccc(NC(=O)c2cccs2)cn1 | 16.9% | -0.9 |
| COC(=O)CC1C(=O)NCCN1C(=O)CSc1nc2ccc([N+](=O)[O-])cc2s1 (stereo not drawn) | i | . |
| CSc1nc(NC(C)=O)nc(C)c1Cl | i | 8.4 |
| CCN(CC)S(=O)(=O)c1ccc2[nH]cc(C(=O)NCCC3=CCCCC3)c(=O)c2c1 | ? | . |
| O=C(NCc1ccc(Cl)s1)c1cc(COc2c(F)cccc2F)on1 | ? | . |
| O=C(O)c1ccc(S(=O)(=O)NCc2ccc3c(c2)OCO3)cc1 | -1.0% | 2.7 |
| CC1(C)CC(=O)C2=C(C1)NC(SCC(=O)Nc1ccccc1)=C(C#N)C21CCCCC1 | -3.3% | -4.0 |
| O=C(/C=C/Nc1ccc([N+](=O)[O-])cc1Br)c1cccc2ccccc12 | ? | . |
| Nc1ccc2nc(NC(=O)C3CCCCC3)sc2c1 | 1.6% | 20.0 |
| O=c1c2cn[nH]c2nc(SCc2ccc3c(c2)OCCO3)n1-c1ccccc1 | ? | . |
| CC(=O)N1CCSc2ccc(S(=O)(=O)N3CCC(C)CC3)cc21 | i | -11.9 |
| Cc1ccc(C2C(C#N)=C(N)SC(N)=C2C#N)c(C)c1 | ? | . |
| CCN(c1ccc(NC(=O)COC(=O)CCc2nc3ccccc3n2-c2ccccc2)cc1)C(C)C | 2.1% | 1.7 |
| CCOc1cc(C)c(Cl)cc1S(=O)(=O)NCc1ccc2c(c1)OCO2 | 22.1% | -9.9 |
| O=C(NNC(=S)NC1CC2C=CC1C2)c1ccncc1 (stereo not drawn) | 8.7% | 8.9 |
| Cc1nnc(SCC(=O)Nc2cc(C(F)(F)F)ccc2N2CCOCC2)o1 | ? | . |
| CCN(CC)C(=O)C1CCCN(C/C(C)=C/c2ccccc2)C1 (stereo not drawn) | 13.8% | 22.2 |
| Cc1nc2cc(NC(=O)N3CCN(c4ccccn4)CC3)ccc2o1 | ? | . |

Random excerpt: 3 records from the list.
| compound | Lipid storage S3 | Lipid storage S3 cell count max |
| --- | --- | --- |
| CN(C)CCC(c1ccc(Cl)cc1)c1ccccn1 (stereo not drawn) | 0.9%&-0.7%&-2.0% | -13.7&-4.8&1.6 |
| CSc1ccccc1NC(=O)COc1ccc(S(=O)(=O)N2CCCC2)cc1 | ? | . |
| COCCn1c(COc2cccc(OC)c2)nnc1SCC(=O)NC1CCCC1 | ? | . |

Additional structures follow:
Results follow in this order: Lipid storage S3, Lipid storage S3 cell count max
COc1ccccc1CNC(=O)Cc1ccc(OC)c(OC)c1
    -5.3%, -18.6
COc1ccccc1C(CNC(=O)c1ccc(S(=O)(=O)NCc2ccco2)cc1)N(C)C (stereo not drawn)
    -3.4%, 6.0
COc1ccc(NC(=O)C(c2ccccc2)c2ccccc2)cn1
    -11.6%[9.22 µM], 3.7
COc1ccc(/C=C/C(=O)OCC(=O)Nc2ccc(N3CCOCC3)cc2)cc1
    ?, .
Cc1ccc(NC(=O)COC(=O)Cn2cnc3ccccc32)c([N+](=O)[O-])c1
    ?, .
CCOC(=O)C1=C(C)NC(=O)NC1c1ccc(-c2ccccc2F)o1 (stereo not drawn)
    0.9%, 12.3
O=C(COc1cccc(NC(=O)c2cccs2)c1)c1ccc(F)cc1
    ?, .
O=C(CC1S/C(=N/N=C/c2c[nH]c3ccc(OCc4ccccc4)cc23)NC1=O)Nc1ccccc1 (stereo not drawn)
    ?, .
CN(C)S(=O)(=O)c1cccc(NC(=S)NCCCn2ccnc2)c1
    ?, .
COc1ccc(C(c2sc3ncnn3c2O)N2CC(C)OC(C)C2)cc1OC (stereo not drawn)
    4.6%, 0.7
O=c1c(Cl)c(Cl)cnn1Cc1nnc(-c2ccc(Cl)cc2)o1
    ?, .
CN1CCN(CC(=O)NN2CC(=O)N(c3ccc(F)cc3)CC2=O)CC1
    -0.5%, -5.8
O=S(=O)(Nc1nc2c(s1)CCCC2)c1ccc2ccccc2c1
    20.6%, -2.3
Cc1ccc(S(=O)(=O)NC2(C(F)(F)F)C(=O)Nc3c2c(=O)[nH]c(=O)n3-c2ccccc2)cc1 (stereo not drawn)
    ?, .
COc1ccc2c(Cl)c(-c3nnc(SCC(N)=O)n3C)sc2c1
    ?, .
Oc1ccccc1C1=NN(c2ccccc2)C(c2ccccc2)C1 (stereo not drawn)
    1.64µM*, 0.9*
COC(=O)c1[nH]c2cc(OC)ccc2c1N=CN(C)C
    -1.2%, 4.7
COc1ccccc1N1CCN(C(=O)CCNC(=O)Cn2ccc3ccccc3c2=O)CC1
    ?, .
COc1ccc(C2CC(c3ccc4ccccc4c3OC(C)=O)=NN2C(=O)/C=C/c2ccccc2)cc1 (stereo not drawn)
    6.51µM*, -4.9*
Cc1ccc(S(=O)(=O)NC(CC(=O)O)c2ccco2)cc1 (stereo not drawn)
    ?, .

Reprinted from the part before: 4 entries, followed by the next part.
Results follow in this order: Lipid storage S3, Lipid storage S3 cell count max
COC(=O)c1[nH]c2cc(OC)ccc2c1N=CN(C)C
    -1.2%, 4.7
COc1ccccc1N1CCN(C(=O)CCNC(=O)Cn2ccc3ccccc3c2=O)CC1
    ?, .
COc1ccc(C2CC(c3ccc4ccccc4c3OC(C)=O)=NN2C(=O)/C=C/c2ccccc2)cc1 (stereo not drawn)
    6.51µM*, -4.9*
Cc1ccc(S(=O)(=O)NC(CC(=O)O)c2ccco2)cc1 (stereo not drawn)
    ?, .
Cc1cc(C)n(CC(=O)n2c3c(c4ccccc42)CCCC3)n1
    ?, .
CC1CCCCN1CCNC(=O)C1CCCN(c2ncnc3c2nc2n3CCCCC2)C1 (stereo not drawn)
    ?, .
CCCS(=O)(=O)N1CCCC(C(=O)N2CCC(Cc3ccccc3)CC2)C1 (stereo not drawn)
    ?, .
CCN(CC)S(=O)(=O)c1cc([N+](=O)[O-])ccc1NNC(=O)Nc1ccc(F)cc1
    i, .
CC1(C)C(C=C(Cl)Cl)C1C(=O)OCc1cccc(Oc2ccccc2)c1 (stereo not drawn)
    ?, .
CC(=O)NC1(C(F)(F)F)C(=O)NC(C)=C1C#N (stereo not drawn)
    0.6%, -1.9
COCCCNC(=O)Cc1ccccc1OC
    ?, .
C/C(=C\c1cccc(Cl)c1Cl)C(=O)c1c(C)cc(C)[nH]c1=O
    ?, .
O=C1CC(c2ccccc2)CC(O)=C1C=NC1CCCCCC1 (stereo not drawn)
    6.6%, 2.2
O=C1[C@@H]2Cc3c([nH]c4ccccc34)C(c3ccc(Cl)cc3)N2C(=O)CN1CCO (stereo partly drawn)
    11.0%, -1.3
O=[N+]([O-])c1cc(S(=O)(=O)N2CCCC2)ccc1OCCOc1ccccc1
    17.8%, -17.8
CCOc1ccc(NC(=O)c2ccc3c(c2)OCCO3)cc1S(=O)(=O)N(CC)CC
    8.2%, -6.5
Cc1ccc(C(=O)c2coc3ccc(O)c(CN4CCN(C)CC4)c23)cc1
    ?, .
O=S(=O)(c1ccccc1)n1ccc2cccnc21
    -15.8%, 9.7
COc1ccccc1-n1c(=O)[nH]c2c(C(N)=O)nc(-c3cccnc3)nc21
    3.7%, -15.4
CC(=O)C1=C(O)C(=O)N(c2ccccn2)C1c1ccc(C)cc1 (stereo not drawn)
    -7.2%, 10.4
CCOC(=O)c1ccccc1NC(=O)CSc1nncn1C
    14.2%, 10.7
C/C=C/c1cc(CN2CCN(c3ccc(OC)cc3)CC2)c(O)c(OC)c1
    0.5%, .
[N-]=[N+]=CC(=O)CNC(=O)[C@@H](Cc1ccccc1)N1C(=O)c2ccccc2C1=O
    ?, .
N#CC(c1ccc(Cl)cc1)c1nc2ccccc2nc1C(F)(F)F (stereo not drawn)
    ?, .
CC(=O)c1ccc(NS(=O)(=O)c2ccc(CC(C)C)cc2)cc1
    ?, .
Cc1cc(C)c(S(=O)(=O)N2CCN(S(=O)(=O)N3CCCCCC3)CC2)c(C)c1
    i, -0.4
O=C(NO)C1CC2C=CC1C2 (stereo not drawn)
    -1.9%, 6.5
CN(C)S(=O)(=O)c1ccc(C(=O)OCC(=O)NCc2ccco2)cc1
    ?, .
CC(=O)NC(C)c1ccc(C(=O)CSc2nnc(C3CC3)n2C2CC2)cc1 (stereo not drawn)
    ?, .
Cc1n[nH]c(=O)c2c(NC(=O)CSc3nc4ccccc4c(=O)n3-c3ccc(OC(F)F)cc3)oc(C)c12
    ?, .
Nc1nnc(SCC(=O)Nc2cc(F)ccc2F)s1
    21.7%, .
CCOC(=O)C1=C(N)N(c2cc(S(=O)(=O)N3CCOCC3)ccc2Cl)C(=O)C1
    4.5%, 18.7
CCOc1ncccc1C(=O)NCc1ccc(OC)cc1
    ?, .
COc1cccc(C(C(=O)NC2CCCC2)N(C(=O)c2ccco2)c2ccccc2F)c1OC (stereo not drawn)
    ?, .
CCC(C)N(C(=O)c1csnn1)C(C(=O)NCc1ccc(F)cc1)c1ccco1 (stereo not drawn)
    ?, .
COCCOC(=O)C1=C(N)OC2=C(C(=O)CC(C)(C)C2)C1c1cccnc1 (stereo not drawn)
    i, .
CCc1nnc(NC(=O)C2CCCCN2S(=O)(=O)c2ccccc2)s1 (stereo not drawn)
    ?, .
COc1cccc(NC(=O)CSc2nnc3ccc(-c4ccccn4)nn23)c1
    -1.7%, 10.1
O=C(C[n+]1ccc(/C=N/O)cc1)NC1CCCCC1
    -11.4%, -16.0
CCOC(=O)C1=C(CC)OC(N)=C(C#N)C1c1cccs1 (stereo not drawn)
    ?, .
Cn1ncc([N+](=O)[O-])c1C(=O)Nc1ccc2c(c1)OCCO2
    -9.4%, -8.1
CC(C)Oc1ccc(C(=O)NC2CCSc3ccccc32)cc1 (stereo not drawn)
    ?, .
Cc1[nH]c2ccccc2c1-c1nc(N)sc1C
    i, .
COc1ccccc1NC(=S)NCc1ccco1
    i, .
CCOC(=O)c1ccccc1NC(=O)c1n[nH]c(=O)c2ccccc12
    -5.7%, 13.7
COc1cccc(OCc2nc(-c3cccc([N+](=O)[O-])c3)no2)c1
    -3.8%, -1.3
O=C(O)c1ccccc1OCCOCCOc1ccccc1C(=O)O
    ?, .
